STAT3 act = IL-6 driven STAT3 reporter potentiators, primary screen, U3A cells, luciferase, luminescence, MLSCN library | IL-6 STAT3-luciferase reporter; 100% = signal with IL-6 EC80 alone | activation (% of control), % at 5.6 µM | 190,000 tested, 0.91% active | AID 871, 2007;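 active = activation above the screen-wide mean of compound activation plus 3 SD, cut at about 130% in these data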;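 also: 0% = background luminescence of wells with medium and substrate only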
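System – human U3A cells carrying STAT3-luciferase construct · Probe or stimulus – Interleukin-6, 33 ng/mL · Schedule – compound 1 h, then IL-6 6 h at 37 °C · Signal – luminescence from STAT3-driven luciferase reporter · Evaluation – percent of IL-6-only median luminescence · Benchmarks – IL-6-only high control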
Efa HMGR inh = inhibitors of E. faecalis class II HMGR, primary screen, biochemical, Enterococcus faecalis; HMG-CoA reductase (Enterococcus faecalis, mvaE); purified E. faecalis HMGR, NADPH absorbance 340 nm kinetic; inhibition, % at 10 µM; 190,000 tested, 0.41% active;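 active = inhibition above a set limit, the median over all tested compounds plus 3 SD, cut at about 9.5% in these data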;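 also: enzyme runs in reverse so mevalonate oxidation gives rising NADPH absorbance; 0% = complete reaction with DMSO and 100% = background rate lacking mevalonate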
APP 5'UTR act = activators of APP 5'UTR luciferase reporter, primary screen, SH-SY5Y cells. SH-SY5Y APP 5'UTR luciferase reporter, luminescence; zero percent = DMSO vehicle wells. activation, % at 2 µM. 190,000 tested, 1% active. AID 1276, 2008;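 active = activation above a set limit, based on mean plus 3 SD of controls, cut at about 140% in these data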; also: values of inactives mirror those of a sister screen read the other way
STAT1 activator = STAT1 signaling activators, primary screen, cell-based, HTS, luciferase reporter | NIH 3T3 STAT1-luciferase reporter, IFN-gamma, luminescence; 100% = IFN-gamma alone, no compound | AID 932, 2007 | 200,000 tested, 2.6% active | activation (% of control), % at 5.5 µM;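 active = activation above the screen-wide mean activation plus 3 SD, cut at about 130% in these data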;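 also: raw ratio to IFN-gamma control signal so 100% means no change and 0% no light; values of inactives mirror those of a sister screen read the other way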
STAT3 blocker = IL-6 driven STAT3 reporter inhibitors, primary screen, U3A cells, luciferase, luminescence, MLSCN library; 190,000 tested, 0.89% active; IL-6 STAT3-luciferase reporter; host cell line lacks STAT1; inhibition, % at 5.5 µM; AID 862, 2007;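 active = inhibition above the mean inhibition across all screened compounds plus 3 SD, cut at about 44% in these data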;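 also: 0% = DMSO only wells and 100% = 100 µM nifuroxazide control wells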
TLR4 MyD88 comp = inhibitors of TLR4-MyD88 association in cells, primary screen, cell-based, HeLa CL3-4, BLA complementation, FRET ratio | Toll-like receptor 4 (Homo sapiens) + Myeloid differentiation primary response protein … | HeLa CL3-4 TLR4/MyD88 BLA complementation | inhibition, % at 8.4 µM | 200,000 tested, 0.18% active | AID 861, 2007; in the data active = inhibition above about 25%;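 also: 0% = vehicle and 100% = reference inhibitor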
Target sequence (O00206 whole entry, looked up): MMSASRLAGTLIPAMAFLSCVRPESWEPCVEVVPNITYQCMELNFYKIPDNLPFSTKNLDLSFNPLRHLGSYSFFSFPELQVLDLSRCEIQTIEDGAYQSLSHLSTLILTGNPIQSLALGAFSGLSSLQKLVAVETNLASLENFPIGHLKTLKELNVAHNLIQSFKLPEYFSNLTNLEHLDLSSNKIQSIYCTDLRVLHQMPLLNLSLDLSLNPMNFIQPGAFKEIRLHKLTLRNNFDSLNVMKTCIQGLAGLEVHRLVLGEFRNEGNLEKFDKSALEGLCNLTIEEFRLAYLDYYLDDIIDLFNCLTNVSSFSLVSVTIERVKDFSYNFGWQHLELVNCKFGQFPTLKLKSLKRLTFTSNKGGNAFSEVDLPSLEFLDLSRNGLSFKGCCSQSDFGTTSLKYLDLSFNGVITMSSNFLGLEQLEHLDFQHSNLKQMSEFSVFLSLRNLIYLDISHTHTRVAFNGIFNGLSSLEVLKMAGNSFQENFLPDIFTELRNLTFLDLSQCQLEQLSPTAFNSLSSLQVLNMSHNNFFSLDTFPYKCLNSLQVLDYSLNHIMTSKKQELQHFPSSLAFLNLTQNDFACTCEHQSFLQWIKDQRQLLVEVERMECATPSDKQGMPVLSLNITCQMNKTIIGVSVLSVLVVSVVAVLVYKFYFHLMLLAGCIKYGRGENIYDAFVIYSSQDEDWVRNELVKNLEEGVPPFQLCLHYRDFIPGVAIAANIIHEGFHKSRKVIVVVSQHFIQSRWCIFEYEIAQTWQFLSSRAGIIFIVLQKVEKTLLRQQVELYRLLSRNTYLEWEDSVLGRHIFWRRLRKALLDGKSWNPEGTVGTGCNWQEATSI
Target sequence (Q99836 whole entry, looked up): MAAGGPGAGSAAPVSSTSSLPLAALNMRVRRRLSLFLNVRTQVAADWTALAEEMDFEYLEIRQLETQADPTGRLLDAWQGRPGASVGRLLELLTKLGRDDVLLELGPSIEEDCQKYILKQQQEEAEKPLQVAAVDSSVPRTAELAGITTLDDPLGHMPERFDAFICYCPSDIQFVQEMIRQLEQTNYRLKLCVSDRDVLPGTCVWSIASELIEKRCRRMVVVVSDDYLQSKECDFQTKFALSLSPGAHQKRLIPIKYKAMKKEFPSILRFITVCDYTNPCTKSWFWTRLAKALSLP
Hsp70 activator = Hsp70 transcriptional activators, primary screen, cell-based, HeLa, Hsp70 promoter luciferase, luminescence, 10 µM. 200,000 tested, 0.04% active. HeLa Hsp70 promoter luciferase reporter; scaled: vehicle 0, proteasome-inhibitor control 100%. AID 1203, 2008. activation, % at 10 µM;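 active = activation above the mean across all tested compounds plus 3 SD, cutoff set per campaign, cut at about 5.5% in these data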;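 also: 100% = MG132 at 30 µM as the positive control and 0% = DMSO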
NF-kB expr up = activators of NF-kB expression in neurons, primary screen, cell-based, HTS; human neuronal cells, NF-kB reporter expression; active compounds read high; fold change at 12.5 µM; 190,000 tested, 1.6% active; AID 1239, 2008; in the data active = fold change above about 3.3
Redox H2O2 prof = compounds producing H2O2 with reducing agent – biochemical, NIH compound library profiling, artefact control for MLSCN library redox annotation, primary screen | DTT-dependent redox cycling H2O2, phenol red/HRP absorbance; 100% = 100 µM peroxide control, 0% = buffer | activation, % at 10 µM | 200,000 tested, 0.03% active;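 active = activation of at least 50% relative to the plate's high and low controls in the primary single-dose screen; inactive = activation below 50%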;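 also: compound incubated with DTT at 0.8 mM final as the reducing agent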
STAT1 blocker = STAT1 signaling inhibitors, primary screen, cell-based, HTS, luciferase reporter | NIH 3T3 STAT1-luciferase reporter, IFN-gamma, luminescence | inhibition, % at 5.5 µM | 200,000 tested, 0.35% active;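 active = inhibition above a set limit, the mean inhibition across all tested compounds plus 3 SD, cut at about 34% in these data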;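 also: 0% = IFN-gamma with DMSO and 100% = IFN-gamma with 300 µM nifuroxazide; values of inactives mirror those of a sister screen read the other way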
* hit, by the source's call; · = not tested or not shown.

item	Structure	STAT3 act	Efa HMGR inh	APP 5'UTR act	STAT1 activator	STAT3 blocker	TLR4 MyD88 comp	Hsp70 activator	NF-kB expr up	Redox H2O2 prof	STAT1 blocker
1	CCCNC(=O)c1cc2c3ccccc3n(C)c2s1	122	3	·	98	-20	11	-0.1	0.84	-4.3	2
2	CCOC(=O)c1ccc(NC(=S)N(CCCN2CCN(CC)CC2)Cc2cccs2)cc1	94	-7	22	106	13	-3	-0.3	1.1	-2.2	-8
3	COc1cc(S(=O)(=O)N2CCC(C(N)=O)CC2)c(C)cc1C	99	-2	-4	102	4	3	0.1	1.3	4.8	-2
4	CCOC(=O)c1c(NC(=O)COc2cccc3c2CCN(CC)C3=O)sc2c1CCC2	97	2	6	101	5	-8	-0.6	0.65	0.4	-1
5	CCOC(=O)CC(NC(=O)C(CC)c1ccccc1)c1ccccc1Cl (configuration not stated)	102	-3	9	92	-5	4	-0.1	1.4	0.8	9
6	O=[N+]([O-])c1cc([N+](=O)[O-])c2c(=Nc3ccccc3)n(-c3ccccc3)n(O)c2c1	98	1	7	86	5	-2	0.1	1.3	-2.5	14
7	C=CC#CC1(O)CC(C)N(C)CC1C (configuration not stated)	103	2	0	104	6	-3	-0.2	1.3	0.6	-4
8	COC(=O)c1ccccc1NC(=O)CS(=O)(=O)Cc1nc(-c2ccc(C)cc2)oc1C	99	-3	-1	100	10	2	0.0	0.86	-0.8	0
9	CO/N=C(/CS(=O)c1ccc(Br)cc1)c1ccc(OC)cc1 (configuration not stated)	92	-3	-5	93	15	-4	-0.1	1.1	-0.1	7
10	CCCNC(=O)N(C)c1nncnc1C(=O)NC	102	-4	6	99	0	-4	-0.4	0.98	4.2	1
11	COc1cccc(C(=O)NCC(=O)OCc2ccc(F)cc2Cl)c1	102	-2	-10	99	-2	-16	0.0	0.97	0.2	1
12	COC(=O)Cc1c(C(=O)OC)nnn1-c1cccc(C(F)(F)F)c1	103	-2	2	103	0	2	0.0	1	-1.6	-4
13	COc1cc(S(=O)(=O)N2CCCCC2)ccc1NC=O	97	1	9	90	4	4	0.2	0.98	0.0	4
14	c1cncc(C(c2nnnn2C2CCCCC2)N2CCCCC2)c1 (configuration not stated)	102	-3	-3	100	0	-6	-0.2	1.4	-0.4	-2
15	COc1cccc(C2c3c(oc4ccc(Cl)cc4c3=O)C(=O)N2c2cc(C)on2)c1OC (configuration not stated)	94	-7	3	98	16	3	-0.3	1.1	-0.1	2
16	Cc1cc(C)c(S(=O)(=O)c2ccccc2)c(OC(=O)c2c(Cl)cccc2Cl)n1	106	6	19	105	-5	-7	-0.3	0.84	-7.0	-6
17	Cc1nc2ncnn2c(N2CCC(C(=O)NCC3CCCO3)CC2)c1Cc1ccccc1 (configuration not stated)	96	·	6	102	8	-4	0.2	·	2.0	-2
18	CCOc1ccc(S(=O)(=O)NCc2ccc(OC)cc2)c2cccnc12	104	-7	-5	106	0	-7	-0.5	1.3	0.4	-7
19	Cc1nnc(SCC(=O)Nc2ncc3c(n2)CCCC3=O)s1	106	-5	-8	89	-1	3	0.3	1.1	1.0	12
20	CCCC(=O)Nc1ccc2oc(-c3ccncc3)nc2c1	89	1	3	108	19	-5	-0.2	1.1	2.2	-9
21	O=C(c1ccc(CS(=O)(=O)Cc2ccc(Cl)cc2)o1)N1CCCC1	93	-1	10	94	13	3	-0.5	1.1	-0.2	7
22	CCOC(=O)C1CCCN(C(=O)c2cc(=O)c3ccccc3o2)C1 (configuration not stated)	100	3	-5	101	3	2	-0.3	1	-2.3	-1
23	S=C(Nc1ccc(Nc2ccccc2)cc1)NC1CCCCCC1	92	5	4	99	12	5	0.3	1.1	-1.9	0
24	N#Cc1ccc(C(=O)Nc2nnc(-c3ccccn3)o2)cc1	101	-4	-10	105	-7	-11	-0.5	1.1	0.6	-5
25	COc1ccccc1N1CCN(Cc2nc(N)nc(Nc3ccccc3)n2)CC1	95	-5	-6	101	9	1	0.0	0.72	4.5	-2
26	Cc1ccccc1-n1nnnc1SCC(=O)N(C)C1CCS(=O)(=O)C1 (configuration not stated)	108	-5	-3	102	-4	-6	-0.1	0.99	0.0	-6
27	COc1cccc(-c2ccc(C#N)c(SCC(=O)NCCc3ccc(Cl)cc3)n2)c1	103	-5	-9	108	-5	3	-0.2	0.87	0.6	-9
28	O=C(NC1CCCCC1)NC1(C(=O)NCCCN2CCOCC2)CCCCC1	99	-2	5	106	3	16	-0.4	1.1	1.9	-6
29	CC(=O)Nc1cccc(/C(C)=N/NC(=O)c2ccccc2Cl)c1	86	-6	10	95	23	-8	-0.1	1.2	-3.9	5
30	N#CNC(N)=Nc1cccc(Cl)c1	94	0	-8	94	8	-7	-0.4	0.9	1.1	7
31	Cc1ccc(CNC(=O)C2(c3cccs3)CCOCC2)cc1	99	0	9	97	-4	0	-0.2	0.86	0.4	3
32	COc1ccc(S(=O)(=O)N2CCN(C)CC2)c2ccccc12	102	-5	-13	108	-2	-3	0.2	1.2	-2.3	-8
33	CCOC(=O)c1c(-c2ccc(C)o2)csc1NC(=O)CSc1nnc(C)s1	94	-1	6	98	12	2	0.0	0.83	0.3	2
34	COc1ccc(C(CCN)Cc2ccccc2)cc1 (configuration not stated)	105	-9	-3	94	-6	13	-0.2	1.2	-3.4	7
35	N#C/C(=C/c1cn(-c2ccccc2)nc1-c1cccc(OCc2ccccc2)c1)C(=O)NCCCn1ccnc1	109	-1	21	98	-8	-5	-0.2	0.58	1.8	3
36	CCN(C(=O)CSc1nnc(NC2CCCCC2)s1)C1CCS(=O)(=O)C1 (configuration not stated)	104	-2	10	94	-6	2	-0.1	1.1	0.0	6
37	O=C(c1ccc(CS(=O)(=O)c2ccc(Br)cc2)o1)N1CCN(c2ncccn2)CC1	105	-3	9	99	3	-5	-0.1	0.72	-0.9	1
38	Nc1ccccc1C(=O)Nc1nccs1	91	-6	23	114	14	8	0.1	1.9	-1.7	-16
39	O=c1oc2c3c4c(cc2c(C(F)(F)F)c1CCN1CCOCC1)CCCN4CCC3	94	-5	6	104	11	8	-0.3	1.3	2.1	-4
40	COc1ccc(OC)c(NC(=O)c2ccc(CN(c3cc(Cl)ccc3C)S(=O)(=O)c3ccccc3)cc2)c1	98	3	0	108	4	-1	-0.1	1.1	1.1	-9

Profiles, looked up by structure. Order of screens: STAT3 act | Efa HMGR inh | APP 5'UTR act | STAT1 activator | STAT3 blocker | TLR4 MyD88 comp | Hsp70 activator | NF-kB expr up | Redox H2O2 prof | STAT1 blocker
`COc1ccccc1N1CCN(Cc2nc(N)nc(Nc3ccccc3)n2)CC1` in the list: 95 | -5 | -6 | 101 | 9 | 1 | 0.0 | 0.72 | 4.5 | -2
`CCOC(=O)c1c(-c2ccc(C)o2)csc1NC(=O)CSc1nnc(C)s1` in the list: 94 | -1 | 6 | 98 | 12 | 2 | 0.0 | 0.83 | 0.3 | 2
`c1cncc(C(c2nnnn2C2CCCCC2)N2CCCCC2)c1` (configuration not stated) in the list: 102 | -3 | -3 | 100 | 0 | -6 | -0.2 | 1.4 | -0.4 | -2

(listing goes on)
item	Structure	STAT3 act	Efa HMGR inh	APP 5'UTR act	STAT1 activator	STAT3 blocker	TLR4 MyD88 comp	Hsp70 activator	NF-kB expr up	Redox H2O2 prof	STAT1 blocker
41	Cc1c(S(=O)(=O)N2CCN(C(=O)c3ccco3)CC2)c(=O)n(C)c(=O)n1C	102	6	-4	101	6	5	0.1	1	0.1	-1
42	CCOC(=O)c1ccc(N2C(=O)CC(N3CCCC(C)C3)C2=O)cc1 (configuration not stated)	100	-6	-9	92	2	6	-0.7	1.3	-0.1	3
43	Cc1nnc(SC(C)C(=O)Nc2ccc(S(=O)(=O)N3CCCCCC3)cc2)s1 (configuration not stated)	100	-4	4	95	3	-7	0.1	0.91	1.2	5
44	Cc1ccc(Sc2ncccc2COC(=O)NC(C)C)cc1	114	-1	36	125	-8	-5	0.0	1.9	-0.2	-27
45	C=CCOC(=O)c1ccc(-n2cnc(C)n2)nc1	94	-2	3	95	10	2	-0.3	1.5	-1.6	5
46	Cc1cc(NC(=O)c2ccccc2NS(=O)(=O)c2c(C)c(C)cc(C)c2C)no1	102	0	21	103	1	1	0.0	0.98	-0.3	-5
47	Clc1ccc(C=NC23CN4CN(CN(C4)C2)C3)cc1	99	0	1	92	4	0	0.1	1	1.3	9
48	CC(=O)Nc1ccc(S(C)(=O)=O)c(C)c1	93	-6	24	83	12	-1	-0.3	1.5	-0.3	19
49	CCCS(=O)(=O)N1CCCC(C(=O)NCC2CCCO2)C1 (configuration not stated)	103	-9	·	98	3	-6	-0.1	1	3.1	3
50	O=C(NCCCN1CCOCC1)C1CCC(=O)N1CCc1ccccc1 (configuration not stated)	105	4	23	94	3	-17	0.1	1	-0.8	7
51	C=CCn1c(COc2ccccc2)nnc1SCC(=O)NCC(=O)OCC	101	-2	0	103	2	0	-0.2	1	-0.6	-3
52	COc1ccc(C(=O)NCc2ccccn2)cc1	104	5	8	104	0	-14	0.7	1.2	-2.7	-4
53	Cc1cccc(Cn2c(NCC(C)O)nc3c2c(=O)n(C)c(=O)n3C)c1 (configuration not stated)	86	-7	15	100	20	2	-0.3	0.98	9.2	0
54	O/N=C\c1cccn1-c1nccs1	98	-4	-3	96	3	-4	-0.1	1.2	-0.8	5
55	CC(C)(C)OC(=O)N[C@@H](Cc1ccccc1)c1nnc(SCC(=O)c2ccc(Cl)cc2)o1	100	2	7	106	1	-3	-0.1	1	-1.4	-6
56	Cc1cc(C)nc(SCc2ccc3nonc3c2)n1	103	-2	-5	101	2	7	-0.4	0.87	1.7	-1
57	CCCCCCCOC(=O)c1nc(Cl)c(Cl)c(N)c1Cl	99	-1	22	96	4	2	-0.4	0.97	-0.1	4
58	O=C(Oc1ccccc1N1C(=O)CCC1=O)c1ccco1	100	1	0	99	8	1	-0.5	0.97	-0.9	2
59	O=[N+]([O-])c1cccc(-n2nnnc2CN2CCCCCC2)c1	102	-1	2	96	7	-4	-0.2	1.2	-1.0	7
60	Cc1nn(Cc2c(F)c(F)c(F)c(F)c2F)c(C)c1NC(=O)c1ccc(COc2ccc(F)cc2)o1	95	4	-9	88	14	0	-0.2	0.6	-4.1	14
61	CN(Cc1cn(C)nc1-c1ccc(Oc2ccccc2)cc1)Cc1cnc2ccccn12	79	-4	-12	75	33	-3	-0.3	0.66	0.8	27
62	Oc1ccc(Cl)cc1-c1cc(-c2ccccc2)n[nH]1	148*	1	36	111	-52	-2	0.1	1.8	-0.5	-12
63	CCOc1cc(NC(=O)C2CCCCC2)c(OCC)cc1NC(=O)c1ccco1	94	-4	-11	99	11	-24	-0.2	0.98	0.6	1

Screening results: PubChem BioAssay, several laboratories
